# A3A deaminase: blocks human APOBEC3A ssDNA deamination; P31941; recombinant A3A, FAM/TAMRA ssDNA deamination fluorescence; inhibition, % at 20 µM; actives 0.41% (n = 330,000);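 active = at least 40% inhibition at 20 µM here, with at most 30% in a related deaminase screen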;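 also: plate controls were A3A with DMSO for no effect and wells lacking A3A enzyme for full effect; some results filed as inactive read as strong as hits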
# Target sequence (P31941 whole entry, looked up): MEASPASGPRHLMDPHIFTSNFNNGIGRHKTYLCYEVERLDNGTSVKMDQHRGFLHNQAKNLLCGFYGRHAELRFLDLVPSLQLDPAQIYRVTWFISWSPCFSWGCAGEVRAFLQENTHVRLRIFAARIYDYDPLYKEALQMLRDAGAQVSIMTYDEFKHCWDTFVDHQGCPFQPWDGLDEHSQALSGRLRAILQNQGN
# mIAP inh: mouse IAP inhibition. inhibition, % at 10 µM. actives 0.2% (n = 330,000). purified mouse IAP, CDP-Star luminescence, 30 min;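 active = inhibition of at least 40% at 10 µM in the primary screen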;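 also: plate controls were DMSO with enzyme for no effect and no enzyme wells for full effect; values of inactives mirror those of a sister screen read the other way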
# mIAP act: increases mouse intestinal alkaline phosphatase activity; muIAP, CDP-Star luminescence, 30 min; active compounds read high; 1 = vehicle-only enzyme signal, 0 = enzyme-free wells; activation factor at 10 µM; actives 0.24% (n = 330,000);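 active = activation factor of at least 2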; also: the source names both 10 and 20 µM as test concentration; values of inactives mirror those of a sister screen read the other way
#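 System: Mouse IAP enzyme | Also added: CDP-Star substrate | Dosing: Compounds dispensed in DMSO | Schedule: 30 min enzyme-substrate-compound incubation at room temperature | Technique: Chemiluminescence readout | Control set: DMSO-only wells and no-enzyme negative control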
# TIM10 inh: TIM10 yeast growth inhibition. S. cerevisiae TIM10 strain growth, BacTiter-Glo luminescence, 24 h. inhibition, % at 10 µM. actives 1.4% (n = 330,000). AID 463195;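 active = inhibition of 40% or more at the single tested concentration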;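 also: wild-type TIM10 isogenic control strain grown at permissive 25 °C; 0% = DMSO yeast wells and 100% = minimal medium wells without yeast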
# MIN6 prolif: MIN6 beta-cell proliferation induction; MIN6 cells proliferation, ATPlite luminescence, 48 h; cells starved in 0.2% serum; 100% = growth in 10% serum; proliferation, % at 10 µM; actives 0.29% (n = 330,000); AID 2380;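 active = compounds whose signal lies at least 3.5 SD above the mean of all wells on their plate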;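 also: 0% = DMSO-treated cells in low-serum medium and 100% = 10% serum control; some compounds called inactive have numbers as strong as hits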
# hIAP block: blocks human intestinal alkaline phosphatase | actives 0.12% (n = 330,000) | inhibition, % at 10 µM | P09923 | purified IAP, CDP-Star luminescence, 30 min | AID 2544;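 active = inhibition reaching a set limit with compound at 10 µM in the primary screen, cut at about 35% in these data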;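 also: plate controls were DMSO wells with enzyme for no effect and no-enzyme buffer wells for full effect; values of inactives mirror those of a sister screen read the other way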
# Target sequence (P09923 whole entry, looked up): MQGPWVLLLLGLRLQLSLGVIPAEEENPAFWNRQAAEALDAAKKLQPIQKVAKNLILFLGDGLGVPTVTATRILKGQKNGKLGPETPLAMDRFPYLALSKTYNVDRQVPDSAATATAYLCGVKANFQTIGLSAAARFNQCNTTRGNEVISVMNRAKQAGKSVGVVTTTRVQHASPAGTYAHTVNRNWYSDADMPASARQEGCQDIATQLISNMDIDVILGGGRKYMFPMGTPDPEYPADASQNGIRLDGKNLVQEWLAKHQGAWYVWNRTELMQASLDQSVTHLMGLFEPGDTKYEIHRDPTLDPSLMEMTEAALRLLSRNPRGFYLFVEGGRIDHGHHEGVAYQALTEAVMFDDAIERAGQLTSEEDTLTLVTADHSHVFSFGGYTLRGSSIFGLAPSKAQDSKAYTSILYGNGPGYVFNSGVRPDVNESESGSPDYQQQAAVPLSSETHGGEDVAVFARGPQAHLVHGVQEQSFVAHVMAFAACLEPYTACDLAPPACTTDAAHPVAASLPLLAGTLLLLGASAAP
# tim10-1 inh: growth inhibitors of tim10-1 mutant yeast | S. cerevisiae tim10-1 ts strain growth, BacTiter-Glo, 24 h | inhibition, % at 20 µM | actives 2.2% (n = 330,000);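 active = inhibition of at least 40%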;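 also: mutant grown at 25 °C; 0% = DMSO wells with yeast and 100% = wells holding no yeast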
# NALP3 yeast inh: inhibitors of NALP3 inflammasome in yeast. inhibition, % at 10 µM. Yeast reconstituted NLRP3/ASC/caspase-1, beta-gal luminescence, 24 h. actives 0.39% (n = 330,000);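 active = inhibition of 50% or more; inactive = inhibition below 50%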;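 also: plate controls were induced DMSO wells for no effect and uninduced yeast grown without galactose for full effect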
# A3G deaminase: APOBEC3G (human) deaminase inhibition. inhibition, % at 20 µM. recombinant A3G, ssDNA deamination FAM/TAMRA fluorescence. actives 0.28% (n = 330,000). AID 493012;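 active = inhibition of at least 40% at 20 µM, with no more than 30% in the related APOBEC3A deaminase screen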;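 also: plate controls were DMSO wells with A3G for no effect and wells lacking A3G enzyme for full effect; some compounds called inactive have numbers as strong as hits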
# Target sequence (Q9HC16 whole entry, looked up): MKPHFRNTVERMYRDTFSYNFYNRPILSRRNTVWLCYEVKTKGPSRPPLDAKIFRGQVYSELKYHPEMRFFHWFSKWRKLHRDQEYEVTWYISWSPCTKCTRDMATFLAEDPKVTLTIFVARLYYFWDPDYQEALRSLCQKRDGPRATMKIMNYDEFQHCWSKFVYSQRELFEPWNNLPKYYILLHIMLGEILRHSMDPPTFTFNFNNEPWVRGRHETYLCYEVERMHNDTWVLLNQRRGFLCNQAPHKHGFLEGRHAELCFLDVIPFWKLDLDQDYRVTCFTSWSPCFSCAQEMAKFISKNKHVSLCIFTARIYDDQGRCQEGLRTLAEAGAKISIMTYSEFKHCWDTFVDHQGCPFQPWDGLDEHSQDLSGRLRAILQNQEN
# * marks the source's active call; other numbers are inactive results.
# Under each structure – MIN6 prolif	mIAP act	hIAP block	A3A deaminase	A3G deaminase	mIAP inh	tim10-1 inh	TIM10 inh	NALP3 yeast inh
- CCN(CC(=O)N(CC(C)C)c1c(N)n(CC(C)C)c(=O)[nH]c1=O)Cc1nc2ccccc2c(=O)[nH]1
  -5	1.2	-88	-1	-2	-16	-9	5	3
- Cc1ccc(C(C)C)c(OCCCN(C)Cc2ccccc2)c1
  0	0.9	-4	1	3	10	12	19	23
- O=C(CCc1nnc2ccc(NCc3ccccc3Cl)nn12)NCC1CCN(C2CCCC2)C1 (stereo not given)
  3	1	-22	0	2	0	3	1	7
- CN1CCN(S(=O)(=O)c2csc(C(N)=O)c2)CC1
  -1	0.93	8	-6	-9	7	15	-3	6
- CCOC(=O)C1(CCOc2ccccc2)CCN(Cc2cnc(SC)nc2)CC1
  -2	0.97	-9	0	-3	3	27	22	23
- CCn1cc(C2=NC(C(C)C)CO2)c2ccccc21 (stereo not given)
  3	1.1	14	-5	-3	-8	19	-2	13
- O=C(COC(=O)c1cccc(O)c1)Nc1ccc(S(=O)(=O)N2CCOCC2)cc1
  -3	0.85	-4	-1	-5	14	-6	-5	13
- CC(C)c1onc(C(=O)N2CCCCC2)c1[N+](=O)[O-]
  -3	0.98	-12	0	-4	2	6	10	8
- CCOc1ccc(S(=O)(=O)NCCC(=O)N2CCN(c3ccccc3O)CC2)cc1
  5	0.66	-2	-4	-6	34	-8	-11	13
- Cc1cccc(NC(=O)CSc2nnc(CNC(=O)c3ccc(S(=O)(=O)N(C)C)cc3)n2-c2ccc(F)cc2)c1
  -2	0.84	9	2	3	16	-9	-11	-10

# Further results
# Under each structure – MIN6 prolif	mIAP act	hIAP block	A3A deaminase	A3G deaminase	mIAP inh	tim10-1 inh	TIM10 inh	NALP3 yeast inh
- Cc1ccc(N(C(C)C(=O)N2CCN(Cc3ccccc3)CC2)S(C)(=O)=O)cc1 (stereo not given)
  -3	0.94	-9	-7	-4	6	13	7	6
- O=[N+]([O-])c1ccc(N/N=C\c2cccn2-c2ccccc2)nc1
  -5	0.83	18	-5	3	17	30	43*	35
- CC1(S(=O)(=O)O)CC(=O)c2ccccc2C1=O (stereo not given)
  -8	1.2	-7	-1	-2	-19	41*	32	-7
- COc1cc(NC(=O)Cn2cnc(S(=O)(=O)N3CCCC3)c2)cc(OC)c1OC
  1	1.1	-5	1	-5	-5	8	-8	10
- COc1cc(OC)c(C(=O)NNC(=O)CN(C)S(=O)(=O)c2ccc(Cl)cc2)cc1OC
  2	0.91	-5	-1	-12	9	-6	2	3
- COc1ccc(OC)c(CN2CCN(C(=O)CNC(=O)c3cc(C)cc(C)c3)CC2)c1
  -2	1.1	-3	-4	-8	-8	7	3	-1
- O=C(NCCCN1CCOCC1)c1cc(S(=O)(=O)N2CCN(c3ccccc3)CC2)ccc1Cl
  -2	0.99	8	-3	-3	1	-1	4	10
- COc1ccc(CCNC(=O)c2ccc(N(C)S(=O)(=O)c3ccc(C)cc3)cc2)cc1OC
  -1	1.1	-10	0	-9	-13	1	3	5
- Cc1nc(C)c(C(=O)OC(C)C(=O)Nc2ccc(F)cc2)s1 (stereo not given)
  -5	0.93	-5	-3	-6	7	17	11	5
- COc1ccc(C(=O)NCC(=O)N2CCN(c3ccc(Cl)cc3)CC2)cc1
  0	0.97	16	-4	-9	3	-7	12	4

# Next section; the last four above are carried over.
# Under each structure – MIN6 prolif	mIAP act	hIAP block	A3A deaminase	A3G deaminase	mIAP inh	tim10-1 inh	TIM10 inh	NALP3 yeast inh
- O=C(NCCCN1CCOCC1)c1cc(S(=O)(=O)N2CCN(c3ccccc3)CC2)ccc1Cl
  -2	0.99	8	-3	-3	1	-1	4	10
- COc1ccc(CCNC(=O)c2ccc(N(C)S(=O)(=O)c3ccc(C)cc3)cc2)cc1OC
  -1	1.1	-10	0	-9	-13	1	3	5
- Cc1nc(C)c(C(=O)OC(C)C(=O)Nc2ccc(F)cc2)s1 (stereo not given)
  -5	0.93	-5	-3	-6	7	17	11	5
- COc1ccc(C(=O)NCC(=O)N2CCN(c3ccc(Cl)cc3)CC2)cc1
  0	0.97	16	-4	-9	3	-7	12	4
- c1coc(-c2ccnc(-c3ccncc3)n2)c1
  0	1.1	-3	1	-12	-6	19	11	13
- Cc1cccc(C)c1OCc1nnc(NC(=O)CSc2ccc(Cl)cc2)s1
  -1	0.87	-8	-2	-5	13	8	5	-20
- Cc1noc(C(=O)N2CCN(Cc3ccc4c(c3)OCO4)CC2)c1Cl
  -3	1	-17	-1	-9	-2	0	-2	27
- Cc1onc(-c2c(Cl)cccc2Cl)c1C(=O)NNC(=O)c1c(-c2c(Cl)cccc2Cl)noc1C
  0	1.1	-15	-1	-6	-13	1	-9	2
- Cc1ccc(OCCC(=O)OCC(=O)Nc2ccc3c(c2)OCO3)cc1
  1	0.98	14	-4	-6	2	8	7	-6
- CCCc1cc(C(=O)N2CCCC(CO)(CCCc3ccccc3)C2)n(C)n1 (stereo not given)
  -4	1.1	-6	-1	-6	-6	19	17	14
- COc1ccc(/C=C/C(=O)Nc2cccc(S(=O)(=O)NC3=NCCCCC3)c2)c(OC)c1
  -2	1	11	-5	-8	-3	11	4	-6
- CC(=O)NNC(=O)c1ccncc1
  0	0.98	8	-3	-8	2	-7	1	17
- CC1(c2ccc(OC(F)F)cc2)NC(=O)N(CC(=O)N2CCN(C(=O)c3ccco3)CC2)C1=O (stereo not given)
  -2	0.94	11	-3	-3	6	6	-3	14
- CCOCCc1nnc(NC(=O)c2cccs2)s1
  -1	0.94	0	-2	-3	6	20	3	2

# Next part:
# Under each structure – MIN6 prolif	mIAP act	hIAP block	A3A deaminase	A3G deaminase	mIAP inh	tim10-1 inh	TIM10 inh	NALP3 yeast inh
- CSc1nsc(SC)c1C(=O)N1CCN(S(=O)(=O)c2ccc(C)cc2)C1C (stereo not given)
  1	0.96	0	6	-3	4	15	10	14
- CCCC(C(=O)NCc1ccc(OC)cc1)N(Cc1ccco1)C(=O)c1snc(C(N)=O)c1N (stereo not given)
  -1	1.1	-1	0	0	-10	6	-6	3
- Cc1ccc(NC(=O)C2CCCN2C(=O)OCc2ccccc2)cc1F (stereo not given)
  -2	1.1	2	1	2	-7	9	-6	9
- CC(C)(C)C(=O)C[n+]1ccccc1
  -1	1	-7	-3	-7	-1	7	-13	-3
- COCCN(CCOC)S(=O)(=O)c1ccc(C(=O)NCCCN2CCOCC2)cc1
  -3	0.96	-25	-5	-7	4	-3	-1	9
- CCOC(=O)c1cc2c(ccn2C)n1CC(=O)N(CC)CC
  -2	0.92	16	-5	-12	8	10	18	10
- Cc1cccc(NC(=O)c2nc[nH]c2C(=O)NCC(=O)OC(C)(C)C)c1
  -1	0.85	-18	3	0	15	25	15	45
- COc1cc(/C=N/NC(=O)NC2CCCCC2)ccc1O
  1	0.97	2	1	-5	2	14	10	-14
- COc1ccc(C(C)NC(=S)NC2CCCCC2)cc1OC (stereo not given)
  0	1.1	0	-4	-6	-9	19	4	11
- Cc1cc(OCCCn2ccnc2)cc(C(C)C)c1
  0	0.98	6	1	-4	2	19	5	-24

# Part of the list above, reformatted.
Molecule | MIN6 prolif | mIAP act | hIAP block | A3A deaminase | A3G deaminase | mIAP inh | tim10-1 inh | TIM10 inh | NALP3 yeast inh
Cc1ccc(NC(=O)C2CCCN2C(=O)OCc2ccccc2)cc1F (stereo not given) | -2 | 1.1 | 2 | 1 | 2 | -7 | 9 | -6 | 9
CC(C)(C)C(=O)C[n+]1ccccc1 | -1 | 1 | -7 | -3 | -7 | -1 | 7 | -13 | -3
COCCN(CCOC)S(=O)(=O)c1ccc(C(=O)NCCCN2CCOCC2)cc1 | -3 | 0.96 | -25 | -5 | -7 | 4 | -3 | -1 | 9

# Next compounds follow.
# Under each structure – MIN6 prolif	mIAP act	hIAP block	A3A deaminase	A3G deaminase	mIAP inh	tim10-1 inh	TIM10 inh	NALP3 yeast inh
- COCCN(C(=O)CSc1cc(C)c2ccccc2n1)c1c(N)n(CC(C)C)c(=O)[nH]c1=O
  2	0.95	-4	8	-5	5	1	14	24
- CCOc1ccccc1/C=N\Nc1cnn(Cc2ccccc2)c(=O)c1Cl
  -5	0.95	7	4	3	5	15	-19	26
- COc1ccc(C(=O)COC(=O)CCCC(=O)NC2CCCCC2)cc1
  2	0.97	-5	-1	-1	3	4	14	5
- O=[N+]([O-])c1ccc2nonc2c1Nc1ccccc1
  -3	0.97	26	-4	11	3	-19	0	11
- COc1ccc(C(=O)NCCn2nc(C)cc2C)cc1OC1CCN(C(C)=O)CC1
  3	0.98	-12	2	-3	2	5	3	2
- CCN(CC)S(=O)(=O)c1cc(NC(=O)COC(=O)c2c(C)noc2C)ccc1C
  -7	1	7	-5	-8	-2	13	4	11
- COc1ccc(C(C)=O)cc1CN(C)C
  0	0.92	-16	0	-2	8	5	-15	2
- COc1cc(NC(=O)NCC2CCN(Cc3ccccc3F)CC2)cc(OC)c1
  -5	3.1*	-32	3	0	-208	5	-14	20
- Cc1ccsc1/C=N/NC(=S)NCc1ccccc1
  -2	1.1	-19	8	-1	-6	35	54*	35
- CCCCNC(=O)/C(C#N)=C/c1ccc(-c2ccc(S(=O)(=O)N3CCOCC3)cc2)o1
  0	0.92	-2	-2	-6	8	30	-3	7

# Single records, as listed above.
# Record of COc1ccc(C(C)=O)cc1CN(C)C → MIN6 prolif = 0; mIAP act = 0.92; hIAP block = -16; A3A deaminase = 0; A3G deaminase = -2; mIAP inh = 8; tim10-1 inh = 5; TIM10 inh = -15; NALP3 yeast inh = 2
# Record of COCCN(C(=O)CSc1cc(C)c2ccccc2n1)c1c(N)n(CC(C)C)c(=O)[nH]c1=O → MIN6 prolif = 2; mIAP act = 0.95; hIAP block = -4; A3A deaminase = 8; A3G deaminase = -5; mIAP inh = 5; tim10-1 inh = 1; TIM10 inh = 14; NALP3 yeast inh = 24
# Record of COc1cc(NC(=O)NCC2CCN(Cc3ccccc3F)CC2)cc(OC)c1 → MIN6 prolif = -5; mIAP act = 3.1*; hIAP block = -32; A3A deaminase = 3; A3G deaminase = 0; mIAP inh = -208; tim10-1 inh = 5; TIM10 inh = -14; NALP3 yeast inh = 20

# Continuation.
# Under each structure – MIN6 prolif	mIAP act	hIAP block	A3A deaminase	A3G deaminase	mIAP inh	tim10-1 inh	TIM10 inh	NALP3 yeast inh
- COc1ccc(NC(=O)COC(=O)C2=COCCO2)cc1OC
  0	1	1	3	-2	-5	13	6	-1
- O=C(CSc1ccc(Cl)cc1)NC(=O)NC1CCCC1
  -4	1	9	2	-8	0	26	16	17
- COc1ccc(C(=O)N/N=C/c2ccc(N3CCOCC3)o2)cc1OC
  1	0.95	14	-2	20	5	11	6	-2
- COc1cccc(NS(=O)(=O)c2ccc3c(c2)N(C(C)=O)CCS3)c1
  -1	0.9	22	1	5	10	7	7	14
- COP(=O)(OC)c1nc(-c2cccc3ccccc23)oc1N1CCCCC1
  2	1.4	-2	-3	-10	-42	14	25	10
- CCN(c1ccccc1)S(=O)(=O)c1ccc(Cl)c(NC(=O)c2ccc(=O)[nH]n2)c1
  -1	0.95	-6	-1	-1	5	-8	-19	9
- CCC(C)[C@@H](CN(N=O)[C@@H](Cc1ccccc1)CN(C)N=O)N(CCc1ccccc1)N=O (stereo not given in full)
  -6	0.96	2	-1	-3	4	29	12	16
- OCCN(CCO)Cc1csc2ccccc12
  0	0.97	-8	-2	-3	3	12	3	12
- Cn1c(=O)c2c(nc(CN3CCC(C(N)=O)CC3)n2Cc2c(Cl)cccc2Cl)n(C)c1=O
  -2	0.97	3	-1	-3	3	10	6	-13
- CN(C)c1ccc(/C=N\Nc2nc(-c3ccccc3)cc(=O)[nH]2)cc1
  -1	0.93	-17	5	2	7	7	3	10

# Source: PubChem BioAssay (Sanford-Burnham Center for Chemical Genomics)
